Bioassay records: PubChem BioAssay, Broad Institute
NSD2 inh = NSD2 (human) methyltransferase inhibition. O96028. NSD2-SET H3K36me1 DELFIA fluorescence, biochemical. inhibition, % at 12.5 µM. hit rate 0.07% among 44,000. AID 624260; in the data active = inhibition above about 54%, passing the limit was not always enough; inconclusive = no clear call, values can overlap the other calls;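 also: inhibitors reduce the monomethyl H3K36 fluorescence signal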
Target sequence (O96028 whole entry, looked up): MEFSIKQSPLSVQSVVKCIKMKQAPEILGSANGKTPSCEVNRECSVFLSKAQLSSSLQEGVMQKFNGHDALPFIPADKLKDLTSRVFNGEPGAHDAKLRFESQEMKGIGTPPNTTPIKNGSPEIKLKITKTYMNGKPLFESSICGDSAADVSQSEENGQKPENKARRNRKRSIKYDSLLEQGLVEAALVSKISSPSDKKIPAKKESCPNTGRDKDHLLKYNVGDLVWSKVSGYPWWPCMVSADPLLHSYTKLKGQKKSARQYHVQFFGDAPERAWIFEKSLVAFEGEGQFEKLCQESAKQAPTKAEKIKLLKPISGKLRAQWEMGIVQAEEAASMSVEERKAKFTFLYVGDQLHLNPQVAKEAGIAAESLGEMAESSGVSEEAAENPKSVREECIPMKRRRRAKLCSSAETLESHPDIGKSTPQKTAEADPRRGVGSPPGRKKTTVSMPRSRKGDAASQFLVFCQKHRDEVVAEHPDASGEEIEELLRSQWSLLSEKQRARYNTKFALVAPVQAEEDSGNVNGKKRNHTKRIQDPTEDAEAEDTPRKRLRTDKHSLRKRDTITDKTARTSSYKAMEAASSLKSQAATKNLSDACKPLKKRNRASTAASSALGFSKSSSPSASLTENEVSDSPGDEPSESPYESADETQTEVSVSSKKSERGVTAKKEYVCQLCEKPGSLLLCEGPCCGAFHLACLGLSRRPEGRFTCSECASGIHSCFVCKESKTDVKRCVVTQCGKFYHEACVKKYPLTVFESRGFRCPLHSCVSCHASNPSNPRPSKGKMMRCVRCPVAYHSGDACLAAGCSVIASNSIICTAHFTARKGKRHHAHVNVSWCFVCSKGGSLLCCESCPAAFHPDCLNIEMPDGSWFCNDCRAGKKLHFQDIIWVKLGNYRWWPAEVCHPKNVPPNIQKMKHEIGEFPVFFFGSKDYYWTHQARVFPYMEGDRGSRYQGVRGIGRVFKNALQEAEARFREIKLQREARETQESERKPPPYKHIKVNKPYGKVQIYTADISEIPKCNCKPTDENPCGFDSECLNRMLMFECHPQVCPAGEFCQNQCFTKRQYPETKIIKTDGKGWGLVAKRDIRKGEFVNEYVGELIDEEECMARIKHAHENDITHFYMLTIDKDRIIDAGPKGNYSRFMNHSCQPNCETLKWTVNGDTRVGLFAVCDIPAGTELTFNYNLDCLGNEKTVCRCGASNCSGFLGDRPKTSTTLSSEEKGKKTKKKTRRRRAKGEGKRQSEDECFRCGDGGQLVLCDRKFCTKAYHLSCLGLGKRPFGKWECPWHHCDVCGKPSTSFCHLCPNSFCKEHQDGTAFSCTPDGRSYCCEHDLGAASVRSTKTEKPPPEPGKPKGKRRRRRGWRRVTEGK
Starred values were filed as active, the others as inactive. Not all compounds are listed; rates above refer to the full screens.

Screening Cc1ccc(S(=O)(=O)Nc2ccc3c(c2)C(=O)N([C@@H](C)CO)C[C@@H](C)[C@@H](CN(C)C(=O)Nc2ccc(C(F)(F)F)cc2)OCCCC[C@@H](C)O3)cc1 returned NSD2 inh -3.
Screening C[C@@H]1CCCCO[C@@H](CN(C)C(=O)Cc2ccccc2)[C@@H](C)CN([C@H](C)CO)C(=O)c2cc(NC(=O)C3CCCCC3)ccc2O1 returned NSD2 inh -1.
Screening CCCN(C)C[C@@H]1OCCCC[C@@H](C)Oc2ccc(NS(=O)(=O)c3ccc(C)cc3)cc2C(=O)N([C@H](C)CO)C[C@H]1C returned NSD2 inh 3.
C[C@H](CO)N1C[C@H](C)[C@@H](CN(C)Cc2ccncc2)Oc2cc(-c3cccnc3)ccc2S1(=O)=O was read as NSD2 inh 14.
C[C@@H](NC(=O)C[C@H]1C[C@H]2c3cc(NC(=O)c4ccc5c(c4)OCO5)ccc3O[C@H]2[C@@H](CO)O1)c1ccccc1 was read as NSD2 inh 3.
Screening O=C(C[C@H]1C[C@H]2c3cc(NS(=O)(=O)c4ccc(F)cc4)ccc3O[C@H]2[C@H](CO)O1)NC1CCCCC1 returned NSD2 inh 2.
For C/C=C/c1ccc2c(c1)O[C@H](CN(C)C(=O)Cc1ccncc1)[C@@H](C)CN([C@H](C)CO)S2(=O)=O the results were NSD2 inh -123.
CCCNC(=O)C[C@H]1C[C@H]2c3cc(NS(=O)(=O)c4ccccc4)ccc3O[C@H]2[C@@H](CO)O1 was read as NSD2 inh 3.
Screening COc1ccc(NC(=O)N(C)C[C@@H]2Oc3c(NS(=O)(=O)c4ccc(F)cc4)cccc3C(=O)N([C@H](C)CO)C[C@@H]2C)cc1 returned NSD2 inh inconclusive.
Screening C[C@@H]1CN([C@@H](C)CO)C(=O)c2cccc(NC(=O)c3ccncc3)c2O[C@@H]1CN(C)Cc1ccc(Oc2ccccc2)cc1 returned NSD2 inh -10.
C[C@H]1CCCCO[C@H](CN(C)S(=O)(=O)c2cccs2)[C@@H](C)CN([C@@H](C)CO)C(=O)c2cc(NS(=O)(=O)c3cccs3)ccc2O1 was read as NSD2 inh -3.
O=C(CCCCCCC(=O)Nc1ccccc1O)N/N=C/c1ccc(C(=O)O)cc1 was read as NSD2 inh 10.

Brought forward from above: two compounds, then new ones.
C[C@H]1CCCCO[C@H](CN(C)S(=O)(=O)c2cccs2)[C@@H](C)CN([C@@H](C)CO)C(=O)c2cc(NS(=O)(=O)c3cccs3)ccc2O1 was read as NSD2 inh -3.
O=C(CCCCCCC(=O)Nc1ccccc1O)N/N=C/c1ccc(C(=O)O)cc1 was read as NSD2 inh 10.
O=C(C[C@@H]1C[C@@H]2c3cc(NC(=O)C4CCC4)ccc3O[C@@H]2[C@@H](CO)O1)NCc1cccc(F)c1 was read as NSD2 inh 1.
Screening Cc1noc(C)c1S(=O)(=O)N(C)C[C@@H]1OCCCC[C@H](C)Oc2ccc(NC(=O)c3ccccc3)cc2C(=O)N([C@H](C)CO)C[C@@H]1C returned NSD2 inh 8.
C[C@H](CO)N1C[C@H](C)[C@@H](CN(C)C(=O)c2ccccn2)Oc2ncc(C#Cc3ccccc3)cc2C1=O was read as NSD2 inh inconclusive.
C[C@H](CO)N1C[C@H](C)[C@H](CN(C)S(=O)(=O)c2cccs2)Oc2ncccc2C1=O was read as NSD2 inh -2.
Cc1ncc(CO)c(/C=N/NC(=O)CCCCCC(=O)Nc2ccccc2O)c1O was read as NSD2 inh 7.
For C[C@H]1CN([C@@H](C)CO)C(=O)Cc2cc(NS(=O)(=O)c3cn(C)cn3)ccc2O[C@@H]1CN(C)C(=O)Nc1ccccc1 the results were NSD2 inh 4.
Screening C[C@H]1CN([C@@H](C)CO)C(=O)c2cccc(NC(=O)c3ccncc3)c2O[C@H]1CN(C)Cc1ccc2c(c1)OCO2 returned NSD2 inh -2.
For COC(=O)C[C@@H]1C=C[C@H](NC(=O)c2ccccc2)[C@@H](CO)O1 the results were NSD2 inh 7.
`C[C@H](CO)N1C[C@H](C)[C@@H](CN(C)C(=O)Cc2ccccc2)OCCCC[C@H](C)Oc2ccc(NC(=O)c3ccncc3)cc2C1=O` gave NSD2 inh -7.
`CC(C)CC#Cc1ccc2c(c1)O[C@@H](CN(C)C(=O)NC(C)C)[C@H](C)CN([C@H](C)CO)S2(=O)=O` gave NSD2 inh 9.
`COc1ccc(Nc2nc3c(C)cccn3c(=O)c2C=NCc2ccccc2)cc1` gave NSD2 inh -4.
Screening C[C@H]1CN([C@@H](C)CO)C(=O)CCCn2cc(nn2)CO[C@H]1CN(C)C(=O)Nc1cccc2ccccc12 returned NSD2 inh -1.

Quoted at random: 2 records from the list.
O=C(C[C@@H]1C[C@@H]2c3cc(NC(=O)C4CCC4)ccc3O[C@@H]2[C@@H](CO)O1)NCc1cccc(F)c1 was read as NSD2 inh 1.
Screening C[C@H]1CN([C@@H](C)CO)C(=O)c2cccc(NC(=O)c3ccncc3)c2O[C@H]1CN(C)Cc1ccc2c(c1)OCO2 returned NSD2 inh -2.

Additional results:
Screening CN(C)c1nc(OC(C(F)(F)F)C(F)(F)F)nc(N(c2ccccc2)c2ccccc2)n1 returned NSD2 inh -1.
COc1ccc(S(=O)(=O)N(C)C[C@@H]2OCCCC[C@@H](C)Oc3ccc(NC(=O)Nc4ccccc4)cc3C(=O)N([C@H](C)CO)C[C@H]2C)cc1 was read as NSD2 inh -1.
`COc1ccc(S(=O)(=O)N[C@@H]2CCCN(Cc3ccc(OCCO)cc3)C2)cc1` gave NSD2 inh -2.
For C[C@H](CO)N1C[C@H](C)[C@@H](CN(C)C)Oc2ncc(-c3ccc(C(=O)N(C)C)cc3)cc2C1=O the results were NSD2 inh 1.
Screening C[C@H](CO)N1C[C@H](C)[C@@H](CN(C)Cc2ccc(Oc3ccccc3)cc2)Oc2c(NC(=O)Nc3ccc(F)cc3)cccc2C1=O returned NSD2 inh -1.
For C[C@H](CO)N1C[C@H](C)[C@@H](CN(C)S(C)(=O)=O)Oc2c(NC(=O)Nc3cccc4ccccc34)cccc2C1=O the results were NSD2 inh 1.
Screening CNC[C@@H]1Oc2ccc(NS(=O)(=O)c3cccs3)cc2CC(=O)N([C@H](C)CO)C[C@H]1C returned NSD2 inh 0.
COC(=O)/C=C/c1cccc(N(Cc2ccc(-c3ccc(N(C)C)cc3)cc2)C(=O)C2CCCCC2)c1 was read as NSD2 inh -1.
`C[C@@H]1CN([C@H](C)CO)C(=O)c2cc(NC(=O)CCCN(C)C)ccc2O[C@@H](C)CCCCO[C@@H]1CN(C)Cc1ccccc1` gave NSD2 inh -12.
`C[C@H](CO)N1C[C@H](C)[C@@H](CN(C)S(=O)(=O)c2ccc(F)cc2)Oc2ccc(NC(=O)CCC(F)(F)F)cc2C1=O` gave NSD2 inh 1.
Screening Cc1noc(C)c1S(=O)(=O)Nc1ccc2c(c1)C(=O)N([C@@H](C)CO)C[C@@H](C)[C@@H](CN(C)Cc1ccc(-c3ccccc3)cc1)O2 returned NSD2 inh -4.
C[C@@H]1CCCCO[C@@H](CN(C)C(=O)C2CCCCC2)[C@H](C)CN([C@@H](C)CO)C(=O)c2cc(N(C)C)ccc2O1 was read as NSD2 inh inconclusive.

A section from further up:
Screening CN(C)c1nc(OC(C(F)(F)F)C(F)(F)F)nc(N(c2ccccc2)c2ccccc2)n1 returned NSD2 inh -1.
COc1ccc(S(=O)(=O)N(C)C[C@@H]2OCCCC[C@@H](C)Oc3ccc(NC(=O)Nc4ccccc4)cc3C(=O)N([C@H](C)CO)C[C@H]2C)cc1 was read as NSD2 inh -1.

(cont.)
For C[C@@H]1CN([C@@H](C)CO)C(=O)c2ccccc2-c2ccccc2CO[C@@H]1CN(C)C(=O)c1ccccc1 the results were NSD2 inh 5.
Screening C[C@H]1CN([C@@H](C)CO)C(=O)c2cc(NC(=O)CCC(F)(F)F)ccc2O[C@@H]1CN(C)Cc1ccncc1 returned NSD2 inh -4.
Screening C[C@@H]1CCCCO[C@@H](CN(C)S(=O)(=O)c2cccs2)[C@@H](C)CN([C@H](C)CO)C(=O)c2cc(N(C)C)ccc2O1 returned NSD2 inh inconclusive.
C[C@H]1CN([C@@H](C)CO)S(=O)(=O)c2ccc(-c3ccncc3)cc2O[C@H]1CN(C)Cc1ccc(Oc2ccccc2)cc1 was read as NSD2 inh 11.
For COc1cccc(-c2ccc3c(c2)O[C@@H](CN(C)Cc2cccnc2)[C@@H](C)CN([C@H](C)CO)S3(=O)=O)c1 the results were NSD2 inh 0.
For C[C@H](CO)N1C[C@H](C)[C@@H](CN(C)S(=O)(=O)c2cn(C)cn2)OCCCC[C@H](C)Oc2ccc(NS(=O)(=O)c3cn(C)cn3)cc2C1=O the results were NSD2 inh -153.
For Cn1c(SCC(=O)c2ccc(Cl)cc2)nnc1-c1ccncc1 the results were NSD2 inh -10.
Screening C[C@H]1CN([C@@H](C)CO)C(=O)CCCn2nncc2CO[C@H]1CN(C)C(=O)Nc1cccc(C(F)(F)F)c1 returned NSD2 inh -4.
`C[C@@H]1CCCCO[C@H](CN(C)C(=O)Cc2ccccc2)[C@@H](C)CN([C@@H](C)CO)C(=O)c2cc(NC(=O)CCC(F)(F)F)ccc2O1` gave NSD2 inh 1.
C=C[C@@H](C)[C@@H](OC(=O)Nc1ccc(OC)cc1)c1ccc(OCCO)cc1 was read as NSD2 inh -2.
Screening C/C=C/c1ccc2c(c1)O[C@@H](CN(C)C(=O)c1ccccn1)[C@@H](C)CN([C@@H](C)CO)S2(=O)=O returned NSD2 inh 13.
Screening COC(=O)N(C)C[C@H]1OCc2ccccc2-c2c(n(C)c3ccccc23)C(=O)N([C@@H](C)CO)C[C@H]1C returned NSD2 inh 1.
For C[C@H]1CN([C@@H](C)CO)C(=O)c2cccc(NC(=O)C3CC3)c2O[C@H]1CN(C)C(=O)Nc1ccc(C(F)(F)F)cc1 the results were NSD2 inh 1.
CNC[C@@H]1Oc2cc(C#Cc3ccncc3)ccc2S(=O)(=O)N([C@@H](C)CO)C[C@H]1C was read as NSD2 inh 2.
For C[C@H](CO)N1C[C@H](C)[C@H](CN(C)CC2CC2)Oc2cc(C#CC3CC3)ccc2S1(=O)=O the results were NSD2 inh 10.
For C[C@H]1CN([C@@H](C)CO)S(=O)(=O)c2ccc(C3=CCCCC3)cc2O[C@H]1CN(C)C(=O)c1ccc(F)cc1 the results were NSD2 inh 4.
For CCCNC(=O)N(C)C[C@@H]1Oc2ncc(-c3ccncc3)cc2C(=O)N([C@H](C)CO)C[C@H]1C the results were NSD2 inh 2.
`C[C@@H]1CN([C@H](C)CO)C(=O)c2cc(NC(=O)Nc3ccc(F)cc3)ccc2O[C@H]1CN(C)Cc1ccc(C(=O)O)cc1` gave NSD2 inh 0.
`Cc1noc(C)c1S(=O)(=O)N(C)C[C@@H]1OCc2ccccc2-c2c(n(C)c3ccccc23)C(=O)N([C@@H](C)CO)C[C@H]1C` gave NSD2 inh -6.
For CCO[C@@H]1OC(C(=O)N2CCN(C)CC2)=C[C@H](c2ccccc2)[C@H]1CCCO the results were NSD2 inh 2.
Cc1ccc(-c2cnc3c(c2)C(=O)N([C@@H](C)CO)C[C@@H](C)[C@H](CN(C)C(=O)CN(C)C)O3)cc1 was read as NSD2 inh 2.
`COc1ccc(S(=O)(=O)N(C)C[C@@H]2Oc3ncc(C#Cc4ccc(C(F)(F)F)cc4)cc3C(=O)N([C@H](C)CO)C[C@@H]2C)cc1` gave NSD2 inh -9.
`C[C@H](CO)N1C[C@H](C)[C@H](CN(C)S(=O)(=O)c2cn(C)cn2)Oc2ncc(Br)cc2C1=O` gave NSD2 inh 0.
CC(C)NC(=O)N(C)C[C@H]1OCCCC[C@@H](C)Oc2ccc(NC(=O)c3ccncc3)cc2C(=O)N([C@H](C)CO)C[C@@H]1C was read as NSD2 inh 14.
C[C@@H]1CN([C@@H](C)CO)C(=O)Cc2cc(NC(=O)Nc3cccc4ccccc34)ccc2O[C@H]1CN(C)Cc1ccc(-c2ccccc2)cc1 was read as NSD2 inh 0.
`C[C@@H]1CN([C@H](C)CO)C(=O)c2cc(C#CC3(O)CCCC3)cnc2O[C@H]1CN(C)Cc1ccncc1` gave NSD2 inh -4.
For C[C@H]1CN([C@@H](C)CO)C(=O)c2cc(NC(=O)Nc3ccc4c(c3)OCO4)ccc2O[C@H]1CN(C)C(=O)NC1CCCCC1 the results were NSD2 inh 6.
`Cc1ccc(S(=O)(=O)Nc2ccc3c(c2)C(=O)N([C@H](C)CO)C[C@H](C)[C@H](CN(C)Cc2ccc(C(=O)O)cc2)OCCCC[C@@H](C)O3)cc1` gave NSD2 inh -1.
For C[C@H](O)C#Cc1ccc2c(c1)O[C@@H](CN(C)C(=O)C1CC1)[C@@H](C)CN([C@H](C)CO)S2(=O)=O the results were NSD2 inh -5.
For COc1ccc(NC(=O)Nc2ccc3c(c2)CC(=O)N([C@@H](C)CO)C[C@@H](C)[C@H](CN(C)S(=O)(=O)c2ccc(OC)cc2)O3)cc1 the results were NSD2 inh -1.
`COC(=O)C1=CO[C@@H](O[C@@H]2O[C@H](CO)[C@@H](O)[C@H](O)[C@H]2O)[C@@H]2[C@@H](C)[C@@H](OC(=O)C3=CO[C@@H](O[C@@H]4O[C@H](CO)[C@@H](O)[C@H](O)[C@H]4O)[C@@H]4[C@@H](C)[C@@H](OC(C)=O)C[C@H]34)C[C@H]12` gave NSD2 inh -1.
O=C(O)CCC/C=C/CC1COC(C(F)(F)F)OC1c1ccccc1O (stereo not drawn) was read as NSD2 inh 2.
For CCCC(O)C#Cc1cnc2c(c1)C(=O)N([C@H](C)CO)C[C@H](C)[C@H](CN(C)C(=O)Nc1ccc(OC)cc1)O2 (stereo partly drawn) the results were NSD2 inh 1.
